Bioassay records from PubChem.
NPR1 activator – GC-A (human) enzyme activation. HEK293 GC-A cells, cGMP TR-FRET, EC30 ANP; 0% at EC30 ANP, 100% saturating ANP. activation, % at 10 µM. 370,000 compounds, 0.14% hits; in the data active = activation above about 40%
hcDAF-12 act – activators of H. contortus DAF-12 nuclear receptor; HEK293 hcDAF-12 lit1-tk-luc reporter, luminescence; 0% DMSO, 100% Δ7-dafachronic acid; activation, % at 6.8 µM; 370,000 compounds, 1.4% hits; AID 652067;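 active = activation above the mean of all tested compounds plus 3 SD, cut at about 5.5% in these data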;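 also: 100% = response to 3 µM Δ7-dafachronic acid high control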
ssDAF-12 act – activates DAF-12 receptor from parasite S. stercoralis; HEK293 ssDAF-12/GRIP1 lit1-tk-luc reporter, luminescence; % of 3 µM dafachronic acid response; activation, % at 6.8 µM; 370,000 compounds, 1% hits; AID 652126;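 active = activation above the mean over all tested compounds plus 3 SD, cut at about 0.9% in these data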;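 also: 0% = DMSO-only wells and 100% = 3 µM delta7-dafachronic acid wells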
PG9 binder – binds the HIV-1 gp120 antibody PG9; TR-FRET gp120-PG9 antibody binding; inhibition, % at 6.7 µM; 360,000 compounds, 0.43% hits; in the data active = inhibition above about 8.5%
hgDAF12 agonist – activates the H. glycines DAF-12 receptor ligand-binding domain; HEK293 GAL4-hgDAF12 UAS-luciferase reporter, agonist luminescence; normalized to butyrate control; activation, % at 6.8 µM; 370,000 compounds, 1.8% hits;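 active = activation above a cutoff set at the mean of all screened compounds plus 3 SD, cut at about 10% in these data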;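 also: 0% = DMSO wells and 100% = sodium butyrate wells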
ADAM17 inh – inhibitors of human ADAM17 | P78536 | recombinant ADAM17, EDANS/DABCYL FRET peptide cleavage | inhibition, % at 6.95 µM | 370,000 compounds, 0.83% hits | AID 720648;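 active = inhibition above the mean of compounds lying between control limits plus 3 SD, set per campaign, cut at about 8.5% in these data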;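 also: 0% = DMSO-only wells as the low control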
DAX1 inh-1 – inhibitors of human orphan nuclear receptor DAX1 (NR0B1); HEK293 Gal4-DAX1 luciferase reporter, luminescence; inhibition, % at 6.75 µM; 340,000 compounds, 0.99% hits; AID 504766;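 active = inhibition above the mean over all tested compounds plus 3 SD, cut at about 4.2% in these data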;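 also: 0% = DAX1-transfected cells with DMSO and 100% = empty-vector control cells with DMSO; inhibition shows as a rise in luminescence from relieved DAX1 repression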
Target sequence (P51843 207-470 limits assumed): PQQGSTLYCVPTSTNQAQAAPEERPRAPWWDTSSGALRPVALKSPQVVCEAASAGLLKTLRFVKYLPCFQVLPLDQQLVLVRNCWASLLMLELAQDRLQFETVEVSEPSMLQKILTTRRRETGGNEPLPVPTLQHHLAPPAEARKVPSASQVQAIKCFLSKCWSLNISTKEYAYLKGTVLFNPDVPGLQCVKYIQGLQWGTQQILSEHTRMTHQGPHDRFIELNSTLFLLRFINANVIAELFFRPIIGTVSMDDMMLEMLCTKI
SMARCA2 act – increases SMARCA2 function in MMTV reporter cells. activation, % at 9.1 µM. MG213 cells, MMTV-luciferase reporter, dexamethasone, overnight. 370,000 compounds, 1% hits. AID 652017; in the data active = activation above about 7.8%;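 also: 0% = vehicle wells and 100% = reference activator wells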
ADAM10 inh – ADAM10 inhibition, QFRET primary screen; O14672; recombinant ADAM10, EDANS/DABCYL FRET peptide cleavage, 3 h; inhibition, % at 7 µM; 370,000 compounds, 0.62% hits; AID 720582;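 active = inhibition above a per-campaign cutoff equal to the mean of compounds falling between control-based bounds plus 3 SD, cut at about 20% in these data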;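 also: 0% = DMSO wells while the 100% control is not disclosed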
Target sequence (O14672 214-748 limits assumed): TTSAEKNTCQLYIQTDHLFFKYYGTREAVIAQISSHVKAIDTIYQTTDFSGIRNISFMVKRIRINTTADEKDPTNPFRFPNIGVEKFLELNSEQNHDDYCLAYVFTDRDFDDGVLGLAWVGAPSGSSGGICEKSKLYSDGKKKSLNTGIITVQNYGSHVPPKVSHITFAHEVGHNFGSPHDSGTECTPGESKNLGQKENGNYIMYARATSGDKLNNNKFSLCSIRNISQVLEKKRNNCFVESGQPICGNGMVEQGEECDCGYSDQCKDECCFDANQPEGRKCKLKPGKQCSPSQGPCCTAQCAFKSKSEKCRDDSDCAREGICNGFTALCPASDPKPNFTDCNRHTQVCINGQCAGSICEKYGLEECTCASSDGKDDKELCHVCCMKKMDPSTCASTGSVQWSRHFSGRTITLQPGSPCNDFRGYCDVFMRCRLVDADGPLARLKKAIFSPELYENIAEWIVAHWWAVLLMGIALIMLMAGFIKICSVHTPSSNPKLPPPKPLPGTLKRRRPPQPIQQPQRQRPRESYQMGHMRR
GAA850 FXN act – increases GAA850 frataxin promoter reporter activity; HEK293 lucGAA850 FXN promoter luciferase reporter, 24 h; percent of 10 µM SAHA response; activation, % at 6 µM; 360,000 compounds, 0.56% hits; AID 540364;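 active = activation above the average of all compounds screened plus 3 SD, cutoff fixed separately per campaign, cut at about 7.5% in these data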;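 also: 0% = DMSO wells and 100% = 10 µM SAHA wells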
DAX1 inh-2 – blocks DAX1 repression of SF-1 activated StAR promoter; inhibition, % at 6.8 µM; HEK293T StAR-luciferase reporter, SF-1/DAX-1 repression relief; 370,000 compounds, 1.1% hits; AID 652010;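 active = inhibition above the mean over all tested compounds plus 3 SD, cut at about 3.6% in these data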;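 also: 0% = DAX-1 cells with DMSO and 100% = cells lacking DAX-1 with DMSO; higher inhibition means more luminescence from relief of DAX-1 repression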
Starred values were filed as active, the others as inactive; i = inactive; x = not tested or not shown.

SMILES | NPR1 activator | hcDAF-12 act | ssDAF-12 act | PG9 binder | hgDAF12 agonist | ADAM17 inh | DAX1 inh-1 | SMARCA2 act | ADAM10 inh | GAA850 FXN act | DAX1 inh-2
COc1cc(/C=C/C(=O)OCC(=O)N2CC(=O)Nc3ccccc32)ccc1O | -7 | -2.6 | -1.6 | -2.4 | -3.2 | -27 | 1.2 | -4 | -82 | -1.0 | 0.2
CC(Sc1nnc(CN2CCCC2)n1Cc1ccccc1)C(=O)Nc1ccc(F)cc1Cl (stereo not drawn) | -5 | -0.1 | -1.2 | 1.8 | -1.3 | -4 | 3.3 | 1 | -6 | -0.2 | -1.8
O=C(Nc1ccccc1Cl)C1C2CCC3C(CCC21)C3(Cl)Cl (stereo not drawn) | -2 | -2.3 | -1.1 | -1.5 | 2.1 | 0 | 0.4 | -1 | -3 | 0.4 | 0.7
COc1ccc(S(=O)(=O)N2CCCCC2c2cc(C(=O)NCc3cccnc3)no2)cc1 (stereo not drawn) | 2 | -1.1 | -0.6 | -1.9 | -1.8 | -2 | x | -2 | -2 | 0.5 | 0.1
CCCn1c(NCCO)nc2ccccc21 | 0 | -0.1 | -1.0 | -2.5 | 1.0 | -2 | 0.1 | 0 | 5 | 1.1 | 0.8
CCOc1cc(N2CCOCC2)c(OCC)cc1NC(=O)COC(=O)COc1cc(C)cc(C)c1 | -3 | -0.4 | -0.7 | -1.1 | 1.6 | -1 | 0.5 | 0 | -7 | 1.0 | -0.2
CC(=O)c1ccc(OCC(O)CN2CCN(CC(O)COc3ccc(C(C)=O)cc3)CC2)cc1 (stereo not drawn) | 6 | -0.8 | -0.9 | 0.6 | -0.3 | 0 | -0.2 | 1 | 6 | -3.3 | -0.3
O=C(NCN1CCN(c2ccccc2)CC1)c1cnccn1 | 0 | -2.4 | -0.8 | 2.1 | -2.0 | 6 | 1.0 | -3 | -6 | -1.6 | 0.5
O=C(Nc1ccccc1)c1ccccc1CC[N+](=O)[O-] | -1 | -1.6 | -0.9 | -1.9 | 2.4 | -1 | 0.3 | 0 | 16 | -0.2 | 2.0
NC(=O)c1ccc(NC(=O)COC(=O)CCCN2C(=O)c3cccc4cccc(c34)C2=O)cc1 | -2 | 0.4 | -1.7 | 1.7 | -1.3 | -18 | -1.4 | -2 | -55 | 3.0 | 0.1
Cc1ccc(-c2nnn(CC(=O)N(c3ccccc3)C(C(=O)NCC3CCCO3)c3ccc(Cl)cc3)n2)cc1 (stereo not drawn) | -5 | -2.0 | -1.3 | -2.1 | -1.5 | 2 | 1.3 | 0 | 1 | -1.4 | 0.4
Cc1nn(-c2ccccc2)c(Cl)c1C(=O)Nc1ccccc1 | 3 | -1.9 | -1.0 | -0.7 | 4.0 | -1 | -0.6 | -1 | 19 | 2.3 | 0.2
COc1ccc(CN2C(=O)CCC2(C)C(=O)NC2CCCC2)c(OC)c1 (stereo not drawn) | -8 | 4.6 | -1.6 | -0.1 | 1.1 | -1 | 0.4 | -8 | -25 | -0.6 | 0.3
Cc1onc(-c2ccccc2)c1C(=O)Nc1nc2c(s1)C(=O)CC(C)(C)C2 | 0 | -2.5 | -0.5 | -0.2 | 1.1 | -3 | -1.4 | -2 | -20 | -0.4 | -0.7
CC(C)C#Cc1cnc2c(c1)C(=O)N([C@@H](C)CO)C[C@@H](C)[C@H](CN(C)Cc1cccc(F)c1)O2 | -1 | -1.2 | -0.7 | 0.4 | 3.6 | 0 | -0.1 | 3 | -3 | 1.7 | 0.7
Cc1ccc(S(=O)(=O)c2nc(Nc3ccccc3C#N)sc2Cl)cc1 | 11 | 6.3* | -1.1 | 46* | -1.6 | 3 | 0.3 | -4 | 3 | -0.3 | 0.1
Cn1c(/C(C#N)=C(\O)c2ccc(S(=O)(=O)N3CCCCC3)cc2)nc2ccccc21 | 10 | -1.4 | -0.7 | -0.2 | 1.3 | -6 | 1.8 | 0 | 2 | -0.7 | -0.2
COc1ccc(C(CNC(=O)c2ccc(S(=O)(=O)N3CC(C)CC(C)C3)cc2)N(C)C)cc1 (stereo not drawn) | -2 | 0.2 | -1.6 | 0.2 | 1.8 | -2 | 0.7 | -5 | -21 | 0.0 | 3.0
CCOC(=O)CN1C(=O)N[C@@H](c2cccs2)C(C(C)=O)=C1C | 5 | 0.2 | -1.0 | -1.4 | -1.4 | -5 | 1.1 | 0 | 7 | 0.1 | -0.1
CCOC(=O)C1CCCN(C(=O)/C=C/c2ccccc2[N+](=O)[O-])C1 (stereo not drawn) | 1 | -1.2 | -0.9 | 1.3 | -2.7 | -1 | 1.6 | -2 | 4 | 2.2 | -0.5
CC(C)NC1CS(=O)(=O)CC1O (stereo not drawn) | 5 | -1.9 | -1.3 | 0.1 | -0.1 | 2 | 1.1 | 1 | 8 | 1.8 | -0.2
O=C(Cn1nc(C(=O)O)c2ccccc2c1=O)NCCC1=CCCCC1 | -8 | -0.6 | -1.1 | 0.9 | -1.1 | 3 | 1.3 | 1 | 7 | 0.5 | -0.6
COc1ccc(Cl)cc1NC(=O)CS(=O)(=O)c1cccc2nsnc12 | -11 | 1.2 | -1.1 | -1.5 | 0.7 | -2 | 0.0 | 0 | -8 | -1.2 | -0.4
COc1ccc(-c2cc(C3CCN(C(=O)OC(C)(C)C)CC3)[nH]n2)cc1 | -3 | -1.6 | -2.2 | 1.8 | 2.1 | 1 | -0.7 | -1 | 10 | 1.5 | -1.5
C[C@@H](NC(=O)[C@@H]1CCCN1C(=O)OC(C)(C)C)c1ccccc1 | 3 | -1.2 | -1.0 | 0.4 | -1.5 | -1 | x | -3 | -11 | x | -0.3
O=C1CC[C@@H](OCc2ccccc2)CCN1CC[C@H](Sc1ccccc1)c1ccccc1 | 12 | -0.4 | -1.7 | -3.9 | 0.3 | 4 | 0.2 | 2 | 9 | 1.1 | -0.4
O=c1[nH]c(/C=C/c2cccc(Br)c2)nc2ccccc12 | -2 | 0.8 | 0.2 | -2.9 | 4.3 | 0 | -1.1 | 2 | 1 | 2.7 | 0.7
Cc1cccc(C(O)C(O)c2cccc(C)n2)n1 (stereo not drawn) | 5 | -0.6 | -1.0 | 1.2 | 1.3 | -4 | 0.1 | -4 | -10 | 2.6 | 0.1
ON=C1CCCC2CCCCC12 (stereo not drawn) | -7 | 0.0 | -1.4 | -0.1 | -1.6 | -6 | -0.1 | -5 | 0 | 0.0 | 0.6
COc1ccc(OC)c(/C(O)=C/C(=O)C(=O)Nc2ccccc2OC)c1 | 0 | -1.4 | -0.9 | 1.5 | 0.6 | -9 | 0.6 | -2 | -7 | -0.3 | 0.6

Some of the entries above in a different format.
Structure,NPR1 activator,hcDAF-12 act,ssDAF-12 act,PG9 binder,hgDAF12 agonist,ADAM17 inh,DAX1 inh-1,SMARCA2 act,ADAM10 inh,GAA850 FXN act,DAX1 inh-2
O=C1CC[C@@H](OCc2ccccc2)CCN1CC[C@H](Sc1ccccc1)c1ccccc1,12,-0.4,-1.7,-3.9,0.3,4,0.2,2,9,1.1,-0.4
COc1ccc(-c2cc(C3CCN(C(=O)OC(C)(C)C)CC3)[nH]n2)cc1,-3,-1.6,-2.2,1.8,2.1,1,-0.7,-1,10,1.5,-1.5

Next part
SMILES | NPR1 activator | hcDAF-12 act | ssDAF-12 act | PG9 binder | hgDAF12 agonist | ADAM17 inh | DAX1 inh-1 | SMARCA2 act | ADAM10 inh | GAA850 FXN act | DAX1 inh-2
Cc1ccccc1NC(=O)c1cc([N+](=O)[O-])ccc1NCCN1C(=O)CCC1=O | 0 | 1.0 | -1.6 | -0.4 | 0.5 | -2 | -2.0 | 1 | -4 | 2.6 | -1.5
O=C(CCCCn1c(=O)[nH]c2ccccc2c1=O)NCCc1c[nH]c2ccccc12 | -2 | 3.4 | -1.3 | -0.4 | -1.3 | -2 | 1.2 | -1 | -4 | 2.1 | -1.4
CC(=O)OCc1cc2cccc(C)c2[nH]c1=O | 0 | 0.3 | -0.9 | 1.2 | -0.6 | -7 | -1.6 | 2 | -10 | 1.3 | 0.0
CCOC(=O)[C@]12CCC=C1N(Cc1ccc3c(c1)OCO3)C(=O)[C@H](CC(=O)NCc1cccs1)C2 | -3 | -0.1 | -0.9 | -0.1 | -0.7 | 4 | x | -2 | 9 | x | 2.0
O=C1OCCN1C(=O)[C@H]1[C@H](c2ccc([N+](=O)[O-])cc2)C(c2cccc(Cl)c2)=NN1c1ccccc1 | -2 | 0.8 | -1.1 | 1.3 | 0.1 | 17* | 0.5 | -1 | 42* | -0.5 | 0.4
CC(=O)Nc1ccc(C(=O)Nc2nnc(CCc3ccccc3)s2)cc1 | -3 | -1.4 | -1.1 | 25* | -3.0 | -11 | -0.8 | -2 | -22 | -0.5 | -0.2
Cc1ccc(C(=O)Nc2cccc3cccnc23)cc1C | -3 | 9.7* | 0.6 | -0.6 | 5.1 | -4 | 0.9 | 2 | 2 | 6.9 | 0.1
O=C(c1ccco1)N1CCN(C(=O)c2cn(-c3ccccc3)nc2-c2ccc(F)cc2)CC1 | 2 | -0.3 | -0.9 | -0.7 | -1.0 | -1 | -0.1 | 2 | -13 | 0.1 | 2.5
Cc1ccc(S(=O)(=O)NCC(=O)OCc2cc(=O)oc3cc(C)ccc23)cc1 | 2 | 0.1 | -0.6 | 0.8 | 1.2 | 3 | 0.0 | -2 | -24 | 0.0 | 2.6
O=C(Nc1ccccn1)c1cccc(S(=O)(=O)N2CCCC2)c1 | 0 | -1.7 | -0.8 | -1.1 | 0.9 | -5 | 1.6 | -2 | -12 | 1.8 | -0.3
Cc1ccc2cc(/C=N/NC(=O)[C@@H]3CCCN3)c(Cl)nc2c1 | 4 | 1.4 | -1.1 | -1.9 | 2.4 | -1 | 0.6 | 6 | -3 | 0.8 | 0.6
Cc1ccc(O)c(NC(=S)NC(=O)/C=C/c2ccco2)c1 | -7 | 3.6 | -0.2 | -1.5 | 12* | 2 | 0.1 | 4 | 2 | 1.2 | -1.4
CCOc1c2ccc(C(=O)NCc3ccco3)cc2nn1CCOC | 4 | 0.5 | -0.7 | -2.9 | 2.8 | -156 | 0.7 | 2 | i | -1.5 | 0.1
O=C(CSc1ncn[nH]1)Nc1c(F)cc(F)cc1Br | 5 | -1.0 | -1.4 | -1.8 | 3.3 | -3 | -0.1 | 0 | -4 | 14* | -0.8
CC(=O)Nc1ccc(NC(=O)c2ccc(NC(=O)c3ccccc3)cc2)cc1 | -2 | -3.3 | -0.3 | -0.9 | 0.2 | -4 | -0.2 | -2 | -11 | 0.1 | 0.7
COc1ccc([C@@]2(O)c3c(ccc(CC=C(C)C)c3O)NC(=O)[C@@H]2OC)cc1 | -5 | 1.2 | -0.4 | -0.4 | 0.7 | 1 | -0.6 | 4 | 1 | 0.9 | -0.5
Cc1cccc(CNS(=O)(=O)c2ccc(-c3cnc(C4CC4)o3)cc2)c1 | 0 | -1.1 | -1.6 | -2.6 | -0.9 | -5 | -0.1 | -1 | -22 | 0.6 | -1.1
COc1cc(C=O)ccc1OCc1cn(CC(=O)c2ccc(O)cc2)nn1 | 2 | -0.8 | -1.0 | 1.2 | 1.1 | -4 | -1.4 | -3 | -5 | -0.7 | 0.1
c1ccc(Cn2ccc3ccc(-c4ccc5ccn(Cc6ccc(-c7ccccc7)cc6)c5c4)cc32)cc1 | 1 | 1.7 | -0.6 | x | 2.1 | -10 | x | -2 | -14 | x | -0.9
